PMI act satM6P: activators of human phosphomannose isomerase at near-saturating mannose 6-phosphate; coupled PMI enzyme assay, resazurin fluorescence, 20 min; active compounds read high; 1 = untreated enzyme, 0 = substrate-free blank; activation factor at 20 µM; 0.34% of 190,000 active;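 active means activation factor of 2 or more at 20 µM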
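Test system: human PMI in coupled enzyme assay; Input: PMI at 15 ng/mL final; Medium: HEPES buffer, pH 7.4; Schedule: 20 min incubation at room temperature; Technique: resorufin fluorescence at Ex 544/Em 590 nm; Compound: 20 µM single dose; Probe or stimulus: Near-saturating mannose-6-phosphate, 1.0 mM.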
G6PDH counter: counter-screen for G6PDH assay hits: L. mesenteroides G6PDH inhibition; Purified L. mesenteroides G6PDH, diaphorase/resazurin coupled fluorescence, 45 min; inhibition, % at 5 µM; 0.12% of 200,000 active; in the data active means inhibition above about 50%
PPARg SRC1 recr: PPARgamma-driven SRC-1 recruitment agonism | 0.41% of 200,000 active | P37231 | activation, % at 8 µM | PPARgamma-SRC-1 coactivator recruitment biochemical assay | AID 631; in the data active means activation above about 19%;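 further: 0% = DMSO and 100% = reference agonist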
Target sequence (P37231 whole entry, looked up): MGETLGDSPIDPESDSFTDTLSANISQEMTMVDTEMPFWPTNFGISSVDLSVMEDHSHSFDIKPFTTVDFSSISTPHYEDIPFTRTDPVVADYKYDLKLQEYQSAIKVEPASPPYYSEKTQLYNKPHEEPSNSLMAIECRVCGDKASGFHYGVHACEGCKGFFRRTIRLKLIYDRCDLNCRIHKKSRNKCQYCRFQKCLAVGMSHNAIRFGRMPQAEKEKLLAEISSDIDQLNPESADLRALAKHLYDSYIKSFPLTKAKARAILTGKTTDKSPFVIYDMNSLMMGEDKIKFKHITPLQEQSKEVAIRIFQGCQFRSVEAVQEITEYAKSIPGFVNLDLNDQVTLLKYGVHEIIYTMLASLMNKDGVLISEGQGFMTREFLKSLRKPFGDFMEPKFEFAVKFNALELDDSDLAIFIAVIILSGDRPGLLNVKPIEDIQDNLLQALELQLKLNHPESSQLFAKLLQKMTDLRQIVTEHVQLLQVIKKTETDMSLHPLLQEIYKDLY
Diaph act CS: counter-screen for diaphorase-based assays: diaphorase activators and chemical reducers | Diaphorase/resazurin coupled assay, resorufin fluorescence, 16 min; active compounds read high; 1 = vehicle wells, 0 = NADH-free wells | activation factor at 20 µM | 0.005% of 190,000 active | AID 1229;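 active means diaphorase activity raised at least twofold by the compound at 20 µM; inactive means activation factor below 2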
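Material: bacterial diaphorase enzyme (C. kluyveri); amount: enzyme 0.07 U/mL final; reagent: NADH substrate 0.114 mM plus resazurin dye 0.1 mM, final; doses: single compound dose of 20 µM, 1% DMSO final; timing: 16 min enzyme reaction, ambient temperature; measured by: fluorescence of resorufin, 544 nm excitation, 590 nm emission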
PPARg SRC3 recr: promotes SRC-3 coactivator recruitment by human PPARgamma. P37231. biochemical PPARgamma/SRC-3 coactivator recruitment assay. activation, % at 8 µM. 0.26% of 200,000 active. AID 731; in the data active means activation above about 23%;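 further: 0% = DMSO and 100% = reference agonist; some compounds past the cut are filed as inactive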
Diaph inh CS: counter-screen for diaphorase-based assays: diaphorase inhibitors and chemical oxidizers; 0.69% of 190,000 active; diaphorase resazurin-to-resorufin fluorescence, NADH, 16 min; bacterial (C. kluyveri) enzyme, not human; inhibition, % at 20 µM;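 active means primary screen inhibition at 20 µM above a set limit, cut at about 50% in these data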;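 further: plate controls were DMSO with full reaction for no effect and wells lacking NADH for full effect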
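Assay system: diaphorase enzyme from Clostridium kluyveri. Quantity: enzyme working solution with 0.14 U/mL diaphorase. Schedule: reaction incubation of 16 min at room temperature. Technique: resorufin fluorescence, excitation 544 nm, emission 590 nm. Controls: No-NADH positive control and DMSO neutral control.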
SRC2 TRFRET art: counter-screen for PPARgamma SRC-2 recruitment agonists: TR-FRET artefact; TR-FRET ratio at 8 µM; active compounds read high; 0.4% of 200,000 active; in the data active means TR-FRET ratio above about 2000; further: inactives centre near 1500
ROMK mod: modulators of human ROMK potassium channel; AID 1918; 2% of 130,000 active; B-score at 10 µM; Tet-inducible ROMK, thallium flux fluorescence; actives lie on both sides; P48048;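 active means signal ratio slope over the read window, or its plate-corrected B-score, at least 3 SD from the plate mean, either direction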;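 further: B-score of the F/F0 ratio slope over 7 to 12 s after thallium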
PPARg SRC-2 ag: promotes SRC-2 coactivator recruitment by human PPARgamma. P37231. PPARgamma LBD-SRC-2 recruitment, biochemical. activation, % at 8 µM. 0.34% of 200,000 active. AID 1032; in the data active means activation above about 22%;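 further: 0% = vehicle and 100% = reference agonist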
PMI act: phosphomannose isomerase (human) activation; P34949; purified human PMI, coupled resazurin fluorescence, 20 min; active compounds read high; 1 = vehicle control, 0 substrate-free wells; activation factor at 20 µM; 0.005% of 190,000 active;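 active means activation factor of 2 or more at 20 µM, relative to plate controls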
S1P3 antagonist: S1P3 (human) receptor antagonism | inhibition, % at 4.98 µM | Q99500 | AID 485 | CHO S1P3 NFAT-BLA reporter, FRET fluorescence, antagonist mode | 0.27% of 170,000 active;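 active means inhibition above the plate cutoff, the mean inhibition of test wells on that plate plus 3 SD, cut at about 28% in these data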;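 further: cells challenged with S1P at its EC80 of 0.8 µM; blue over green emission ratio from cleaved BLA substrate after 4 h stimulation; 0% = S1P-stimulated wells and 100% = unstimulated DMSO-only wells; some compounds past the cut are filed as inactive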
Target sequence (Q99500 whole entry, looked up): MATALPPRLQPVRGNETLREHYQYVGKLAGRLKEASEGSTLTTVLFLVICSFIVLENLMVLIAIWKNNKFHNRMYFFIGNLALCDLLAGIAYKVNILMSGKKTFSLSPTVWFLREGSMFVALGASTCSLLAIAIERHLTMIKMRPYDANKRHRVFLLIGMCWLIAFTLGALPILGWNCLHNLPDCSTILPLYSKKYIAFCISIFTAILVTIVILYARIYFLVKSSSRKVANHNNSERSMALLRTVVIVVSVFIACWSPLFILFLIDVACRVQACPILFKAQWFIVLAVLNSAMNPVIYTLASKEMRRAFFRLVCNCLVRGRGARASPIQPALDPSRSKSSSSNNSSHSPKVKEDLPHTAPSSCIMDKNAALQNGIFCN
The depositor's hits bear a star; . = no result given. No enrichment for hits; 3.3% or so of the library scored in one or more.

smiles,PMI act satM6P,G6PDH counter,PPARg SRC1 recr,Diaph act CS,PPARg SRC3 recr,Diaph inh CS,SRC2 TRFRET art,ROMK mod,PPARg SRC-2 ag,PMI act,S1P3 antagonist
CSCC[C@H](NC(=O)OC(C)(C)C)c1nnc(SCC(N)=O)o1,1.1,11,4,1,5,0,1651,-0.17,11,1.2,-30
CCCCOc1ccc(-c2nnn(CC(=O)NCc3ccco3)n2)cc1,1,-1,2,1,4,3,1709,.,6,1.1,-43
C=CCn1c(=N)c(C(=O)NCCCOC)cc2c(=O)n3ccccc3nc21,0.9,2,-4,0.9,8,5,1641,.,1,0.9,-3
Brc1cccc(OCCN2CCCCC2)c1,1,0,5,0.8,1,18,1650,0.7,3,1,-1
CCC(=O)NNC(=O)CCC(=O)Nc1cccc(Cl)c1C,1,2,-17,0.9,-1,6,1296,0.025,-3,1,-7
CCOC(=O)/C=C1\SCC(=O)N1CCOc1cccc(Br)c1,1,1,4,0.8,5,18,1408,0.016,2,1,.
CCCCOC(=O)Nc1ccc(N(C)C)cc1,0.8,3,-2,0.9,3,10,1568,-0.028,-2,0.9,1
COc1ccc(N2C(=O)C(Cl)=C(N3CCN(Cc4ccccc4)CC3)C2=O)cc1,1,-26,1,0.8,-9,18,1545,0.044,2,0.9,.
COc1ccc(C(=O)Cn2ccsc2=NC(C)=O)cc1,1.1,8,-1,1,-2,-4,1315,-0.36,-5,1.2,5
Cn1cc(C(=O)NC2CCCCCCC2)c(=O)c2cc(S(=O)(=O)N3CCCC3)ccc21,0.8,11,-2,0.9,4,11,1588,.,3,0.8,-16
CC1(C(=O)Nc2nccs2)Cc2ccccc2C(=O)O1 (stereo not given),1,0,-7,0.9,6,6,1448,.,-2,1,-22
Cc1ccc(NS(=O)(=O)c2cccc(C(=O)NNC(=O)NC3CCCCC3)c2)c(C)c1,0.9,12,3,0.9,-1,12,1447,-0.042,6,1,-1
CCOC(=O)N1CCN(c2nc(-c3cccs3)cc(C(F)(F)F)n2)CC1,0.9,-1,4,1,11,1,1720,.,5,0.9,.
CCO[C@@H]1OC(C(=O)N2CCN(Cc3ccc4c(c3)OCO4)CC2)=C[C@H](c2csc3ccccc23)[C@H]1CCCO,0.8,14,9,0.7,6,27,1593,.,23*,0.8,-21
O=C(CSc1n[nH]c(-c2ccccc2Cl)n1)NCc1cccc(C(=O)O)c1,1.1,16,2,0.8,6,16,1575,0.077,-4,1,1
CCc1ccc(OCC(=O)OCC(=O)c2c(N)n(C)c(=O)n(C)c2=O)cc1,0.9,-2,4,0.8,0,21,1501,0.3,-2,1,0
CN(C)c1ccc(NC(=O)COC(=O)Cn2nnc3ccccc32)cc1,0.8,-20,16,0.9,0,13,1791,.,5,0.8,-9
CCOC(=O)C1=C(C)OC(N)=C(C#N)C1c1c(C)nn(-c2ccc(C)cc2)c1Cl (stereo not given),1,0,1,0.8,-6,24,1490,-1.3,0,0.9,.
CC(Cc1cccs1)NC(=S)Nc1ccc(F)cc1 (stereo not given),1,0,5,0.9,1,10,1546,-1.1,5,1,-6
COc1ccc(C(=O)NCc2nnc(SCC(=O)N3CCc4ccccc43)n2C2CCCCC2)cc1,1.1,-42,0,1.1,0,-6,1450,.,-1,1.1,7
COCCCNC(=O)c1ccc(CS(=O)(=O)c2ccc(OC)cc2)o1,1,-8,-2,0.9,5,6,1524,.,-6,1,-44
Cc1csc(NC(=O)CNS(=O)(=O)c2cccs2)n1,0.9,-3,-4,0.9,5,6,1544,0.085,4,0.9,.
Cc1ccc(C)c2[nH]c(=O)c(CCNC(=O)c3ccc4c(c3)OCO4)cc12,1,-16,-2,0.9,7,10,1537,-0.29,10,1,-18
CCC(=O)N1CCc2cc(Br)cc(S(=O)(=O)CCC(=O)NCc3ccco3)c21,1.1,0,6,0.9,12,9,1382,.,3,1.1,.
CCCCn1c(=O)c(C(=O)N/N=C/c2ccc(F)cc2)c(O)c2ccccc21,.,8,-2,.,-5,.,1605,0.31,4,.,1
O=C(CNc1ccc2ccccc2c1)NNC1=NCCC1,0.5,18,7,0.8,1,22,1574,0.89,16,0.6,-1
C(=N\Nc1nc(N2CCCCCC2)nc(N2CCCCCC2)n1)/c1ccccc1,0.8,6,2,0.8,-3,16,1532,.,9,0.8,-3
Cc1cc(NC(=O)c2cc3nc4c(c(C(F)(F)F)n3n2)CCc2ccccc2-4)no1,0.9,8,.,0.9,.,11,.,.,.,0.9,21
COc1ccc(OCCC(=O)NCCN2CCOCC2)cc1,1.1,-1,1,1,2,-1,1559,.,1,1.1,-14
CC(=O)c1ccc(N(C(=O)Cn2nnc3ccccc32)C(C(=O)NCc2ccccc2)c2ccccn2)cc1 (stereo not given),1,16,-5,0.9,3,5,1673,0.078,10,0.9,-33
Cc1ccc(C(=O)N(CN2CCCC2=O)c2ccc(F)cc2)cc1C,1,4,-1,1,-1,4,1399,0.65,-10,1,-27
COc1ccccc1-c1noc(CCC(=O)Nc2cccc(C(F)(F)F)c2)n1,0.9,8,1,0.8,-2,22,1485,-0.88,6,0.9,-3
O=[N+]([O-])c1ccc(C=Nc2ccc(Cl)c([N+](=O)[O-])c2)s1,0.8,29,-1,1,0,4,1573,-0.57,2,0.9,12
COc1ccc(CC(NC(C)=O)C(=O)NC2CCN(c3ncccc3[N+](=O)[O-])CC2)cc1 (stereo not given),0.9,3,4,0.9,2,6,1584,-1.6,7,1,-19
Cc1cccc(NC(=O)CSc2nnc(CSc3nc(C)cc(C)n3)o2)c1,1,2,-3,1,3,-1,1547,.,-7,1.1,-4
CC1SC(C)C(=O)N(CC(=O)Nc2ccc3c(c2)OCO3)C1=O (stereo not given),0.9,12,4,0.9,5,10,1678,.,3,0.9,7
Cc1cc(=O)oc2cc(OCc3ccc(C(=O)N4CCN(c5ccccc5)CC4)cc3)ccc12,0.9,-4,-1,0.8,4,18,1752,-0.8,9,0.9,2
O=S(=O)(Nc1nc2ccccc2nc1Cl)c1ccc(Br)cc1,0.8,8,9,0.9,5,8,1737,0.13,5,0.9,0
CCn1c(-c2cc(-c3cc(C)ccc3C)nc3ccccc23)n[nH]c1=S,1.3,8,-6,1,-1,4,1559,0.15,0,1.3,0
O=C(Nc1ccc2c(c1)OCO2)c1cc2ncc(Br)cn2n1,1,2,4,0.9,6,11,1526,.,5,1,-24
O=[N+]([O-])c1cccc(-c2cn(-c3ccccc3)c(=S)[nH]2)c1,1.1,4,-4,0.9,-2,7,1758,0.51,7,1.1,-7
COC(=O)C1=C(C)Nc2nc(-c3ccccc3)nn2C1c1ccc(C)o1 (stereo not given),0.9,10,-9,0.7,-5,27,1618,.,3,0.9,6
Cc1nn(-c2ncc(C(F)(F)F)cc2Cl)c(=O)n1-c1ccc(F)cc1,1.1,4,4,0.9,-1,9,1528,-0.17,6,1,-7
O=C(N/N=C1\CCCc2oc(C(=O)O)cc21)c1ccccc1,0.9,5,15,0.7,6,28,1572,0.58,4,0.9,-3
CCC(NC(=O)c1ccccc1NC(=O)c1ccccc1)C(=O)NNC(=O)CSc1nc2ccccc2o1 (stereo not given),1.1,12,4,1,7,3,1692,.,4,1,2

Some of these compounds in order of the ROMK mod value, lowest first.
Structure	PMI act satM6P	PPARg SRC1 recr	PPARg SRC3 recr	ROMK mod	PPARg SRC-2 ag	PMI act	S1P3 antagonist
COc1ccc(CC(NC(C)=O)C(=O)NC2CCN(c3ncccc3[N+](=O)[O-])CC2)cc1 (stereo not given)	0.9	4	2	-1.6	7	1	-19
O=[N+]([O-])c1ccc(C=Nc2ccc(Cl)c([N+](=O)[O-])c2)s1	0.8	-1	0	-0.57	2	0.9	12
CCn1c(-c2cc(-c3cc(C)ccc3C)nc3ccccc23)n[nH]c1=S	1.3	-6	-1	0.15	0	1.3	0

The results go on.
smiles,PMI act satM6P,G6PDH counter,PPARg SRC1 recr,Diaph act CS,PPARg SRC3 recr,Diaph inh CS,SRC2 TRFRET art,ROMK mod,PPARg SRC-2 ag,PMI act,S1P3 antagonist
COc1ccc(NS(=O)(=O)c2cccc(C(=O)NNC(=O)NCCCl)c2)cc1,1,16,9,0.9,3,7,1735,-0.12,-1,1.1,-6
O=C(NCc1ccco1)C(NS(=O)(=O)c1cccc2nsnc12)c1ccccc1 (stereo not given),1,5,8,0.9,3,6,1478,0.019,6,1.1,-29
CCOC(=O)/C(C#N)=C/c1ccc(N2CCN(Cc3ccccc3)CC2)cc1,0.8,-62,-7,0.9,1,14,1415,.,0,0.9,-18
O=C(CCc1nnc(Cc2cccc(C(F)(F)F)c2)o1)NC1CC1,1,7,0,0.9,-1,10,1664,1.3,3,1,8
CCC(=O)Nc1cccc(-c2nnc(SCC(=O)NCc3ccco3)n2C)c1,1,6,11,0.8,-6,16,1568,0.094,-7,0.8,.

Compound activity from PubChem.
